GPR35 antagonists: GPR35 antagonists blocking zaprinast-driven arrestin recruitment, primary screen, imaging, U2OS, beta-arrestin-GFP, zaprinast agonist (AID 2058); G-protein coupled receptor 35 (Homo sapiens); U2OS GPR35 beta-arrestin-GFP translocation imaging, zaprinast antagonism; higher % means a stronger effect; inhibition, % at 10 µM; hits with a dose series show IC50 in µM; actives 0.052% (n = 290,000);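 active = inhibition of at least 50% with at least 30 cells and total cytoplasm GFP at most 10,000,000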
Rac1 GTP hydrolysis: MgcRacGAP GTPase-activating activity inhibitors, confirmation, biochemical, ADP Hunter fluorescence | actives 0.6% (n = 340,000) | Rac GTPase-activating protein 1 (Homo sapiens) | inhibition, % at 30 µM; hits with a dose series show IC50 in µM | MgcRacGAP-stimulated Rac1 GTP hydrolysis, ADP Hunter fluorescence; higher % means a stronger effect; GST-tagged Rac1 F28L mutant substrate;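 active = first-screen hits whose inhibition reached a set limit at any dose in the follow-up dose series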;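 note: fluorescence reports GDP produced by GAP-driven GTP hydrolysis; strong numbers were not always called active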
GPR55 activation: GPR55 agonists via beta-arrestin recruitment, primary screen, imaging, U2OS cells, beta-arrestin-GFP redistribution (AID 1961); actives 0.048% (n = 290,000); activation, % at 10 µM; hits with a dose series show EC50 in µM; U2OS GPR55 beta-arrestin-GFP redistribution imaging; higher % means a stronger effect; G-protein coupled receptor 55 (Homo sapiens);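 active = activation above 40% with more than 50 cells counted in the well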;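 note: U2OS osteosarcoma cells stably expressing GPR55 and beta-arrestin-GFP; plate controls were DMSO negative control for no effect and LPI positive control for full effect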
GPR55 LPI antagonism: GPR55 antagonists blocking LPI-driven arrestin recruitment, primary screen, imaging, U2OS, beta-arrestin-GFP, LPI agonist (AID 2013). actives 0.13% (n = 290,000). inhibition, % at 10 µM, or IC50 in µM where a hit was titrated. U2OS GPR55 beta-arrestin-GFP translocation imaging, LPI antagonism; higher % means a stronger effect. G-protein coupled receptor 55 (Homo sapiens);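 active = spots per cell inhibited over 60%, with over 100 cells counted and total cytoplasm intensity under 500,000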;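 note: U2OS cells stably carrying GPR55 and arrestin-GFP stimulated by 5 µM LPI near EC80; imaged beta-arrestin-GFP aggregate spots per cell after agonist stimulation; plate controls were LPI-stimulated DMSO wells for no effect and DMSO wells without LPI for full effect; some results filed as inactive read as strong as hits; confirmed hits need IC50 under 10 µM and bright autofluorescent wells are also inconclusive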
K1F lysis inhibition: inhibition of K1F phage lysis, E. coli UTI89, bacterial capsule biogenesis inhibitors, alamar blue (AID 488966). E. coli UTI89 K1F phage lysis, alamar blue, 2 h; higher % means a stronger effect. actives 0.02% (n = 340,000). one-dose inhibition, % at 100 µM; IC50 in µM for titrated hits;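 active = phage lysis inhibition, versus mean bacterial control, above a set limit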;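 note: capsule biogenesis inhibitors block K1F phage lysis so surviving cells raise fluorescence; higher fluorescence means more inhibition of phage lysis; actives were called in the ten point dose series up to 300 µM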
KOR beta-arrestin-1: KOR antagonists, beta-arrestin recruitment, cell-based, luminescence, uHTS (AID 1778) | Kappa-type opioid receptor (Homo sapiens) | KOR beta-arrestin recruitment, luminescence, antagonist mode; higher % means a stronger effect | one-dose inhibition, % at 10 µM; IC50 in µM for titrated hits | actives 0.091% (n = 290,000); in the data active = inhibition above about 50%; note: strong numbers were not always called active
NOD1 NF-kB reporter: NOD1 signaling inhibitors, primary screen, cell-based, luminescence, uHTS (AID 1578); NOD1-driven NF-kB luciferase reporter cells, luminescence; higher % means a stronger effect; inhibition, % at 4 µM, or EC50 in µM where a hit was titrated; actives 1% (n = 290,000); in the data active = inhibition mostly above about 36%, no sharp cut-off; inactive = mostly below about 34%;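 note: HEK-293T reporter cells stimulated with the NOD1 agonist gamma-tri-DAP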
KOR beta-arrestin-2: KOR agonists, beta-arrestin recruitment, primary screen, cell-based, luminescence, uHTS (AID 1777); actives 0.02% (n = 280,000); Kappa-type opioid receptor (Homo sapiens); one-dose activation, % at 10 µM; EC50 in µM for titrated hits; KOR beta-arrestin recruitment, luminescence; higher % means a stronger effect; in the data active = activation above about 50%, passing the limit was not always enough; note: a part of the inactive calls stands beside numbers as strong as those of hits
NTR1 ag: agonists of NTR1, primary screen, imaging, U2OS cells, beta-arrestin-GFP, high content (AID 493036); NTR1-U2OS beta-arrestin-GFP spot imaging, agonist mode; activation, % at 20 µM; actives 0.17% (n = 330,000);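 active = activation at or above 40% of the spot to cytoplasm intensity ratio, with at least 20 cells analyzed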;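 note: 0% = DMSO without peptide and 100% = 100 nM NTR1 peptide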
Target sequence (P30989 whole entry, looked up): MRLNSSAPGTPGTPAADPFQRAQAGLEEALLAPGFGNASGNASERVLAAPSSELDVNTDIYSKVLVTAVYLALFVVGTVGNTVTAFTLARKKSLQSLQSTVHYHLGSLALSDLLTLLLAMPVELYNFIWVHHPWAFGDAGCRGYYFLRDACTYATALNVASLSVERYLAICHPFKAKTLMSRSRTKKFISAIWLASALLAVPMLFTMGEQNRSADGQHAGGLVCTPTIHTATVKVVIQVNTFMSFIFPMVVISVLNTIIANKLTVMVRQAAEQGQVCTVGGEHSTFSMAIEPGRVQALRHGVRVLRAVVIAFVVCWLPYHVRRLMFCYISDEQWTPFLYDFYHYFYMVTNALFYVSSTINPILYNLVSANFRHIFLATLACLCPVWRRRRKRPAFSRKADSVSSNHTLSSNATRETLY
NTR1 ag cell count 20 µM: also measured in NTR1 ag; calls as there; cell count; measured here: cell count, cytotoxicity flag
Numbers without * were called inactive; x = not tested or not shown; & = joins results of further samples; [ ] = dose if it differs, or a comment. An excerpt; the hit share may differ from the screen's.

SMILES	GPR35 antagonists	Rac1 GTP hydrolysis	GPR55 activation	GPR55 LPI antagonism	K1F lysis inhibition	KOR beta-arrestin-1	NOD1 NF-kB reporter	KOR beta-arrestin-2	NTR1 ag	NTR1 ag cell count 20 µM
Cc1cnc(C(=O)OCC(=O)Nc2ccc(C)c(S(=O)(=O)N(C)C)c2)cn1	4%	10%	-0.1%	5%	-0.6%[50 µM]	21%	8%	-3.1%	1.3	64
O=C(O)Cc1ccc2sc(-c3ccccc3)nc2c1	0%	7%	0.4%	-2%	-0.5%	-19%	-36%	-2.5%	0.3	86
Cc1c(C(=O)N2CCCCC2)c(S(=O)(=O)N(C)Cc2ccccc2)c(C)n1C	17%	13%	0.2%	-8%	0.2%	-28%	6%	-2.4%	-0.3	53
CCN1CCC(=NNC(=O)CC23CC4CC(CC(C4)C2)C3)CC1	-2%	3%	-0.2%	19%	-0.4%	-27%	4%	5.4%	0.1	78
COC(=O)c1[nH]c2ccccc2c1CN1CCOCC1	0%	13%	0.0%	3%	0.3%	0%[20 µM]	18%	-4.2%	-0.9	60
COC(=O)c1c(NC(=S)Nc2ccc(F)cc2[N+](=O)[O-])sc2c1CCCCC2	-12%	14%	0.4%	-11%	1.0%[50 µM]	-39%	28%	8.1%	-2.4	58
COc1ccc(NC(=O)CSc2nc3cccnc3n2C)cc1	-1%	-7%	0.3%	6%	1.2%	-19%	21%	3.3%	0.4	56
CCOC(=O)N1CCC(=NNC(=O)c2ccc(O)cc2)CC1	-5%	3%	-0.3%	-2%	1.5%[50 µM]	20%	-29%	3.5%	1.7	44
Cc1cccc(C(=O)Oc2ccc(/C=N/NC(=O)c3ccncc3)cc2)c1	-6%	2%	-0.3%	12%	0.0%	15%	-10%	-0.9%	-0.7	66
Cc1cc(/C=C2\SC(=S)NC2=O)c(C)n1C1CC1	8%	14%	-0.1%	9%	-0.2%	-39%	-3%	0.7%	-6.2	85
N#Cc1ccccc1S(=O)(=O)N1CCN(CC(O)COc2ccccc2F)CC1 (stereo not given)	-1%	x	-0.1%	-1%	-0.1%	-9%	-7%	-0.1%	0.0	73
Cc1cc(C)cc(NC(=S)N(CCN(C)C)Cc2cccs2)c1	9%	8%	-0.3%	11%	0.3%	24%	-30%	-3.2%	-0.4	48
Oc1ccc(Cc2ncc(C(F)(F)F)cc2Cl)cc1	8%	12%	0.1%	3%	-1.8%	12%	6%	1.1%	0.7	32
CC(=O)C1=C(O)C(=O)N(c2cc(C(C)(C)C)on2)C1c1ccc(C(C)C)cc1 (stereo not given)	-7%	6%	0.3%	2%	0.4%	-7%	25%	3.7%	-0.3	91
CC(=O)N1c2ccc(S(=O)(=O)NCC3CCC(C(=O)NC4CCCCC4)CC3)cc2CC1C (stereo not given)	-16%	7%	-0.1%	8%	0.3%	11%	-12%	-2.7%	3.1	55
Cc1nc2ccccc2nc(C)c1=NOCC(=O)N(c1ccccc1)C(C)C	-13%	-10%	0.2%	-3%	-0.8%	18%	-44%	-1.0%	0.8	69
CC1CCCC(C)N1CCNC(=O)CCc1nnc2n(Cc3ccccc3)c(=O)c3ccccc3n12 (stereo not given)	0%	5%	0.5%	5%	7.1%	25%[20 µM]	-20%	-3.2%	1.9	65
C/C(=N\NC(=O)CCC(=O)Nc1ccc(C)c(C)c1)C1CC1	3%	4%	-0.1%	-5%	0.1%	-5%	10%	-3.1%	-0.9	62
C[C@]12CCC(=O)C=C1CC[C@@H]1[C@@H]2[C@@H](O)C[C@@]2(C)[C@H]1CC[C@]2(O)C(=O)COC(=O)CCC(=O)O	4%&-4%	8%&-2%	0.1%&-0.1%	-6%&-1%	1.2%&0.7%	-15%	-10%	0.3%	0.2&0.7	62&55
O=c1c2ccccc2ncn1-c1ccc([N+](=O)[O-])cc1Cl	11%	11%	-0.2%	11%	-0.7%	-22%	-43%	-2.0%	0.4	77
O=C1c2ccccc2C(=O)C12OC2c1cccc2ccccc12 (stereo not given)	-2%	29%	-0.3%	0%	0.0%	-13%	-22%	7.0%	-0.2	76
N#Cc1ccc(-c2csc(NNC(=O)c3ccc(Br)cc3)n2)cc1	2%	8%	0.0%	-6%	1.0%[50 µM]	-61%	31%	4.4%	0.7	47
O=c1sc2ccccc2c(N2CCN(c3ccccc3)CC2)c1[N+](=O)[O-]	-3%	7%	-0.1%	-5%	0.8%	-22%	-41%	-3.0%	1.7	57
O=C(NC1CCCc2ccccc21)c1cc(S(=O)(=O)N2CCOCC2)ccc1F (stereo not given)	-8%	-5%	-0.2%	6%	-0.5%	-14%	-26%	2.0%	1.2	44
CCOc1ccc(-c2nc(CSCC(=O)NCCN3CCOCC3)c(C)o2)cc1	1%	14%	0.0%	12%	-0.1%	1%	-11%	0.2%	1.6	43
CCCOc1ccc(C(=O)NCC(c2ccco2)N(C)C)cc1OC (stereo not given)	8%	0%	-0.1%	-4%	-4.7%	-16%	-13%	1.9%	-0.8	78
COc1ccc(S(=O)(=O)N2CCC(NC(=O)N3CCOCC3)CC2)cc1	-11%	12%	-0.4%	1%	-0.1%	-5%	-20%	-7.9%	-0.2	36
Cc1cc(-c2nc3ncccc3o2)ccc1NC(=S)NC(=O)c1ccco1	-8%	13%	0.2%	6%	0.1%	-18%[20 µM]	-37%	-12%	9.5	89
Cc1cc(-n2c(SCC(=O)NCCC3=CCCCC3)nc3n[nH]c(C)c3c2=N)ccc1Cl	2%	7%	-0.2%	2%	6.1%	-29%	27%	-1.6%	13	57
CS(=O)(=O)N1CCN(c2ccc([N+](=O)[O-])c(NCc3cccnc3)c2)CC1	-6%	7%	-0.1%	-11%	-1.2%	-8%[20 µM]	-6%	-3.5%	-0.5	29
CCOC(=O)C(Cc1ccccc1)NC(=O)CCC(=O)c1ccc(OC)cc1 (stereo not given)	0%	-2%	-0.2%	-6%	0.0%	26%	-1%	-3.6%	-0.8	85
O=C(NC1CCCC1)C(c1ccco1)N(C(=O)c1ccco1)c1ccc(F)cc1 (stereo not given)	-10%	0%	-0.1%	-1%	0.1%	12%	-26%	-0.6%	0.2	49
COc1ccc(C)cc1N(C(=O)c1ccco1)C(C(=O)NC1CCCC1)c1cc(OC)c(OC)c(OC)c1 (stereo not given)	3%	6%	0.5%	3%	0.3%	22%	29%	1.3%	-0.6	54
CN(CC(=O)Nc1ccccc1Cl)C1CCCCC1	-1%	7%	-0.2%	-10%	0.4%	14%	-46%	-5.9%	1.6	63
Cc1ccc2oc(=O)c3cnn(CC(=O)N(CCC(C)C)Cc4ccco4)c3c2c1	8%	12%	-0.1%	2%	-0.5%	8%	-35%	1.0%	3.6	93
O=C(c1cccc(C(F)(F)F)c1)N1CCC2(CC1)NCCc1[nH]cnc12	5%	4%	-0.2%	16%	0.2%	-6%	-16%	-4.0%	-0.4	51
O=c1cc(O)c2sc(Nc3ccc(F)cc3)nc2[nH]1	10%	4%	-0.2%	-3%	-0.2%	15%	-19%	4.5%	-1.4	67
Cc1ccc(SCc2c(C(=O)N/N=C/c3ccncc3)nnn2-c2nonc2N)cc1	-4%	-6%	0.3%	11%	0.0%	-3%	1%	4.5%	9.5	59
COc1ccc(-c2csc(N(CCc3ccccc3)C(=O)COc3ccccc3)n2)cc1	-2%	6%	0.0%	13%	0.3%	-6%	4%	1.2%	1.3	79
CC(=O)Nc1ccc(NC(C)=C(C#N)C#N)cc1	6%	5%	0.1%	-2%	1.9%[50 µM]	20%	-12%	-0.3%	1.3	67
COc1cccc(N(CC(=O)NCCSc2ccccn2)S(C)(=O)=O)c1	-1%	-9%	0.2%	-8%	-0.3%	-1%	10%	0.2%	-0.3	86
COc1cc2[nH]c(=S)nc(NC3CCCCCC3)c2cc1OC	-1%	23%	0.1%	6%	-0.4%	20%	-33%	0.1%	2.9	78
CN(C(=O)COC(=O)CNS(=O)(=O)/C=C/c1ccccc1)C1CCS(=O)(=O)C1 (stereo not given)	14%	-1%	0.0%	12%	-0.5%	19%	2%	-3.5%	-2.1	96
[O-][n+]1onc2c3cc(-c4ccccc4)nnc3ccc21	0%	9%	-0.1%	5%	0.4%	-18%	6%	5.8%	0.6	68
Cc1ccc(CNC(=O)C2CCC(=O)N(Cc3ccc(Cl)cc3)C2)cc1F (stereo not given)	-2%	5%	18%	6%	-0.2%	0%	-40%	2.8%	0.2	60
COc1ccc2c(c1OC)C(=O)OC2Nc1nc(-c2ccc(-c3ccccc3)cc2)cs1 (stereo not given)	-7%	-2%	0.1%	2%	-0.5%	-17%	-59%	8.1%	22	33
C#CC1CCCCC1NC(=O)Nc1cnccc1C(F)(F)F (stereo not given)	0%	-2%	-0.1%	2%	-1.7%	15%	-14%	4.4%	-0.1	60
O=[N+]([O-])c1ccc(N2CCNCC2)cc1NCc1cccnc1	4%	8%	-0.2%	-6%	4.8%	-54%	3%	2.1%	-1.4	55
CCCN(C(=O)c1cn(CC)c2nc(C)ccc2c1=O)c1c(N)n(Cc2ccccc2)c(=O)[nH]c1=O	-4%	1%	0.3%	9%	0.9%	0%	-23%	-5.6%	-0.9	40
CCC(C(=O)NC1CCCC1)N(C(=O)c1snc(C(N)=O)c1N)c1ccc2c(c1)OCCO2 (stereo not given)	3%	8%	-0.2%	6%	0.3%	-2%	-11%	6.6%	0.4	41
Cc1ccc(S(=O)(=O)NCC(=O)N2CCC(C)CC2)cc1	10%	6%	-0.1%	-14%	0.0%	0%	-18%	-1.6%	-0.1	89
Cc1cc(N2CCN(Cc3ccc4c(c3)OCO4)CC2)n2ncnc2n1	5%	9%	-0.1%	-2%	7.2%	19%	-4%	-4.5%	-1.6	64

Single records, from the list above:
Cc1ccc(CNC(=O)C2CCC(=O)N(Cc3ccc(Cl)cc3)C2)cc1F (stereo not given) is listed with GPR35 antagonists: -2%; Rac1 GTP hydrolysis: 5%; GPR55 activation: 18%; GPR55 LPI antagonism: 6%; K1F lysis inhibition: -0.2%; KOR beta-arrestin-1: 0%; NOD1 NF-kB reporter: -40%; KOR beta-arrestin-2: 2.8%; NTR1 ag: 0.2; NTR1 ag cell count 20 µM: 60
C#CC1CCCCC1NC(=O)Nc1cnccc1C(F)(F)F (stereo not given) is listed with GPR35 antagonists: 0%; Rac1 GTP hydrolysis: -2%; GPR55 activation: -0.1%; GPR55 LPI antagonism: 2%; K1F lysis inhibition: -1.7%; KOR beta-arrestin-1: 15%; NOD1 NF-kB reporter: -14%; KOR beta-arrestin-2: 4.4%; NTR1 ag: -0.1; NTR1 ag cell count 20 µM: 60
